eLon inh = E. coli protease La inhibition | purified E. coli Lon protease, fluorescence polarization | inhibition, % at 7.94 µM | actives 0.42% (n = 360,000); in the data active means inhibition above about 13%, passing the limit was not always enough;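 further: 0% = enzyme with probe and DMSO and 100% = no enzyme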
MsrA act = bovine methionine sulfoxide reductase A activation. purified bovine MsrA, absorbance read-out. activation, % at 10.6 µM. actives 0.3% (n = 360,000). AID 602163; in the data active means activation above about 7.5%;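 further: 0% = vehicle and 100% = reference activator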
SKN-1 inh = blocks SKN-1 activity in C. elegans; actives 0.49% (n = 360,000); AID 624304; C. elegans VP596 Pgst-4::GFP/RFP ratio, acrylamide-induced, 24 h; inhibition, % at 21.8 µM;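 active means interference check ratio from 0.5 to 1.5 plus GFP to RFP signal ratio inhibition reaching or exceeding a fixed threshold, cut at about 30% in these data, passing the limit was not always enough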; further: some compounds called inactive have numbers as strong as hits
FAS TE block = FAS thioesterase (human) inhibition; P49327; recombinant FAS-TE, OMFH fluorogenic substrate, fluorescence endpoint; inhibition, % at 15 µM; actives 0.67% (n = 360,000); AID 602261;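 active means compounds whose normalised, plate-corrected inhibition of enzyme fluorescence in the single-dose primary screen is 50% or more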;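 further: 0% = DMSO with enzyme and 100% = substrate without enzyme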
Rin1 Abl inh = inhibitors of human Rin1-Abl protein interaction; P00519+Q13671; TR-FRET Rin1/Abl binding, biochemical; inhibition, % at 7.35 µM; actives 0.4% (n = 360,000); in the data active means inhibition above about 5%, passing the limit was not always enough
Neddylation inh = blocks human cullin neddylation. TR-FRET cullin neddylation, biochemical. calls only at 25 µM. actives 0.58% (n = 360,000). AID 651699; in the data active means inhibition above about 36%
MT1-MMP act inh = inhibitors of human MT1-MMP activation; HT1080 RFP-PRO-GFP cells, GFP/RFP ratio fluorescence, overnight; percent of plate control window, DMSO zero; actives 0.061% (n = 360,000); GFP/RFP ratio change, % at 20 µM; P50281;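 active means GFP/RFP ratio change of at least 30% with cell ATP level not reduced by more than half and red fluorescence within 50% of control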; further: strong numbers were not always called active
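Assay system: RFP-PRO-GFP reporter HT1080 cells; read-out basis: GFP/RFP fluorescence ratio; benchmarks: DMSO wells and RFP-L50D-GFP cells; doses: 20 µM single dose, 1% DMSO; schedule: overnight cell settling, then overnight compound exposure, 37 °C, 5% CO2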
CendR NRP1 mod = modulators of CendR peptide binding to human neuropilin-1. O14786. FAM-RPARPAR peptide binding to NRP-1, fluorescence polarization. inhibition, % at 25 µM. actives 0.85% (n = 360,000);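 active means inhibition or corrected inhibition above about 18%, plus a signal ratio from 0.5 to 1.5, limit read from the data, passing the limit was not always enough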; further: strong numbers were not always called active
MLLE-PAM2 inh = inhibitors of microRNA-mediated deadenylation, human PABP1 MLLE binding; P11940; GST-MLLE / FITC-PAM2 fluorescence polarization; inhibition, % at 20 µM; actives 0.36% (n = 360,000); in the data active means inhibition above about 35%, passing the limit was not always enough;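 further: plate controls were DMSO wells with GST-MLLE for no effect and wells lacking GST-MLLE protein for full effect; some results filed as inactive read as strong as hits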
Target sequence (P11940 whole entry, looked up): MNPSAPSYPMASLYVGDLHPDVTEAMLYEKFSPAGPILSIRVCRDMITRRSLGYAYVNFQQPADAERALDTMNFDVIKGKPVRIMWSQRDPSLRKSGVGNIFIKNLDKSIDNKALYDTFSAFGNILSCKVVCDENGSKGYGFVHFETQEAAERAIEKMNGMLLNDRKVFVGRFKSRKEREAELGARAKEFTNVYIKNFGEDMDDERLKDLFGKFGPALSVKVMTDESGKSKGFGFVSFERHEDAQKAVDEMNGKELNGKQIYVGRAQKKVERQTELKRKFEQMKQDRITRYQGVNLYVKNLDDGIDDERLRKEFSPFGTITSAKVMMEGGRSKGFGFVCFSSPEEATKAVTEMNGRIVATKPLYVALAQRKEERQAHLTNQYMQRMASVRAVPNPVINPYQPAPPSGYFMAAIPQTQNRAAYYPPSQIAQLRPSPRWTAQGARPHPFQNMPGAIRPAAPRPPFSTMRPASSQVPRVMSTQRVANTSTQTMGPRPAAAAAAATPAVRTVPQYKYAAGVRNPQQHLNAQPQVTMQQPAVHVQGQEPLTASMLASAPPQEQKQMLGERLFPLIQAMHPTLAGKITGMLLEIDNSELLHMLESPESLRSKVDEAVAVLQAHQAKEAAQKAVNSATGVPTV
Numbers without * were called inactive; i = inactive; / = no result given.

entry | SMILES | MsrA act | Neddylation inh | CendR NRP1 mod | FAS TE block | MLLE-PAM2 inh | MT1-MMP act inh | SKN-1 inh | Rin1 Abl inh | eLon inh
1 | Clc1ccc(Nc2nc(-c3cccnc3)cs2)cc1 | -4 | i | 1 | 7 | 1 | -6 | 13 | -2 | 4
2 | Cc1cccc(C)c1NC(=O)CN1CCNCC1 | -3 | i | 2 | -9 | 6 | 11 | 2 | 1 | -11
3 | Cc1ccccc1NC(=O)CN1C(=O)C2C3CC(C(Br)C3Br)C2C1=O (centres undefined) | -5 | i | 9 | 18 | 35 | 4 | 11 | -3 | 5
4 | Cc1cc(N2CCN(c3ccc(F)cc3)CC2)nc2cc(O)ccc12 | -1 | / | -3 | 16 | -7 | 3 | -12 | 0 | -3
5 | CCOC(=O)Nc1ccc([N+](=O)[O-])cc1C | 0 | i | 9 | -4 | 12 | 6 | 0 | -3 | -9
6 | O=C(COc1ccccc1Cl)Nc1ccc2oc(=O)ccc2c1 | -3 | i | 10 | -2 | -4 | 2 | 1 | 1 | 7
7 | CC(C)Sc1nc2ccccc2n2cnnc12 | 1 | i | 3 | 1 | -2 | 3 | -11 | -2 | -9
8 | CCOC(=O)C1=CCN(S(=O)(=O)c2ccc(F)cc2)C1c1ccc(Cl)c(Cl)c1 (centres undefined) | / | i | -10 | / | / | 2 | 10 | / | /
9 | CC1CN(C(=S)Nc2ccccc2C(F)(F)F)CC(C)O1 (centres undefined) | -4 | i | 4 | -3 | -2 | 1 | -3 | 4 | 2
10 | N#Cc1c(N)n(-c2ccccc2)c(=O)c2cc([N+](=O)[O-])ccc12 | -2 | i | -17 | 18 | 0 | -7 | 6 | 0 | -5
11 | COc1ccc(Cc2nnc(NC(=O)c3ccc(OC)cc3OC)s2)cc1 | 0 | i | -4 | 6 | 11 | 11 | -15 | -1 | -2
12 | CCC(C(=O)NC1CCCCC1)N(CC1CCCO1)C(=O)CNS(=O)(=O)c1ccc(OC)cc1 (centres undefined) | -3 | i | -9 | 0 | -5 | 1 | 7 | 1 | 1
13 | O=C(c1ccco1)N1CCN(CCCCN2C(=O)c3ccccc3C2=O)CC1 | -4 | i | -10 | -6 | 3 | -1 | -3 | 0 | -6
14 | COc1ccc(C)cc1S(=O)(=O)N(C)CC(=O)NCc1ccccn1 | -3 | i | 1 | 0 | 7 | -1 | -10 | 5 | 7
15 | COc1cc(/C=C/C(=O)OCC(=O)NCc2ccco2)ccc1OCC#N | 2 | i | 14 | -4 | -74 | 3 | -5 | 0 | -1
16 | COc1cc(NC(=O)c2ccc(Cl)cc2Cl)ccc1NC(=O)c1cccs1 | -2 | / | 0 | 3 | -9 | 6 | 7 | -3 | -1
17 | Cc1cc(=O)oc(C)c1C(=O)OCC(=O)c1ccc(Cl)cc1 | -4 | i | -3 | 1 | -13 | 22 | 15 | -4 | -7
18 | Cc1nc(Cc2nnc(SCC(=O)N3CC(=O)Nc4ccccc43)o2)cs1 | -1 | i | 0 | -4 | -10 | 0 | 6 | 1 | -19
19 | O=C(CN(Cc1ccc(F)cc1)C(=O)CCC(=O)Nc1ccccn1)NCCc1ccccc1 | -1 | i | 4 | 1 | 8 | 1 | 3 | 2 | -4
20 | C=CCC[C@@H](Cc1ccc(F)cc1)C(=O)OC[C@@H](NC(=O)[C@H](CC=C)CC(=O)NCCO)C(C)(C)C | 0 | i | 17 | 31 | 7 | -4 | -4 | 5 | 3
21 | Cc1ccccc1C(=O)NNC(=O)C1CC(=O)N(Cc2ccccc2)C1 (centres undefined) | -1 | i | 4 | -6 | 3 | -1 | 18 | -3 | -8
22 | COc1ccc(N(CC(=O)NCc2ccccc2OC)S(=O)(=O)c2ccccc2[N+](=O)[O-])c(OC)c1 | 1 | i | 12 | 11 | 13 | 2 | 9 | 2 | 3
23 | Cc1cc(=O)oc(C)c1C(=O)Nc1ccc(Cl)cn1 | -4 | i | 10 | 2 | 0 | -1 | -4 | 1 | -10
24 | O=C1CCCC(=O)C1CS(=O)(=O)c1ccccc1 | -7 | i | -35 | -8 | 52* | 3 | 5 | -1 | -5
25 | Cc1ccc(-c2noc(CCC(=O)Nc3ccc4c(c3)OCO4)n2)cc1 | -11 | i | 9 | -2 | 1 | 7 | -26 | 4 | 0
26 | CON(C)S(=O)(=O)c1cccc(C(=O)N(CC(=O)Nc2ccccc2C(F)(F)F)Cc2ccco2)c1 | -2 | i | -1 | 14 | 1 | -3 | 12 | 2 | -7
27 | CCOC(=O)C1=C(N)Oc2cc(O)ccc2C1c1cccnc1 (centres undefined) | -4 | i | -4 | -5 | 18 | -5 | 1 | 3 | -9
28 | CC(NC(=O)c1ccccc1C(=O)O)c1ccc(-n2ccnc2)cc1 (centres undefined) | -2 | i | 4 | -4 | -21 | -5 | 3 | 0 | -11
29 | Cc1ccc(S(=O)(=O)N(Cc2n[nH]c(=S)n2-c2ccccc2)c2ccccc2)cc1 | 3 | i | -5 | 0 | 7 | 0 | 6 | -5 | 3
30 | O=C(c1cccc([N+](=O)[O-])c1)N1CCCC(C(=O)N2CCCCCC2)C1 (centres undefined) | -6 | i | -12 | -2 | 12 | 1 | -7 | -3 | 3

From no. 1 up to 12, copied from above:
entry | SMILES | MsrA act | Neddylation inh | CendR NRP1 mod | FAS TE block | MLLE-PAM2 inh | MT1-MMP act inh | SKN-1 inh | Rin1 Abl inh | eLon inh
1 | Clc1ccc(Nc2nc(-c3cccnc3)cs2)cc1 | -4 | i | 1 | 7 | 1 | -6 | 13 | -2 | 4
2 | Cc1cccc(C)c1NC(=O)CN1CCNCC1 | -3 | i | 2 | -9 | 6 | 11 | 2 | 1 | -11
3 | Cc1ccccc1NC(=O)CN1C(=O)C2C3CC(C(Br)C3Br)C2C1=O (centres undefined) | -5 | i | 9 | 18 | 35 | 4 | 11 | -3 | 5
4 | Cc1cc(N2CCN(c3ccc(F)cc3)CC2)nc2cc(O)ccc12 | -1 | / | -3 | 16 | -7 | 3 | -12 | 0 | -3
5 | CCOC(=O)Nc1ccc([N+](=O)[O-])cc1C | 0 | i | 9 | -4 | 12 | 6 | 0 | -3 | -9
6 | O=C(COc1ccccc1Cl)Nc1ccc2oc(=O)ccc2c1 | -3 | i | 10 | -2 | -4 | 2 | 1 | 1 | 7
7 | CC(C)Sc1nc2ccccc2n2cnnc12 | 1 | i | 3 | 1 | -2 | 3 | -11 | -2 | -9
8 | CCOC(=O)C1=CCN(S(=O)(=O)c2ccc(F)cc2)C1c1ccc(Cl)c(Cl)c1 (centres undefined) | / | i | -10 | / | / | 2 | 10 | / | /
9 | CC1CN(C(=S)Nc2ccccc2C(F)(F)F)CC(C)O1 (centres undefined) | -4 | i | 4 | -3 | -2 | 1 | -3 | 4 | 2
10 | N#Cc1c(N)n(-c2ccccc2)c(=O)c2cc([N+](=O)[O-])ccc12 | -2 | i | -17 | 18 | 0 | -7 | 6 | 0 | -5
11 | COc1ccc(Cc2nnc(NC(=O)c3ccc(OC)cc3OC)s2)cc1 | 0 | i | -4 | 6 | 11 | 11 | -15 | -1 | -2
12 | CCC(C(=O)NC1CCCCC1)N(CC1CCCO1)C(=O)CNS(=O)(=O)c1ccc(OC)cc1 (centres undefined) | -3 | i | -9 | 0 | -5 | 1 | 7 | 1 | 1

(cont.)
entry | SMILES | MsrA act | Neddylation inh | CendR NRP1 mod | FAS TE block | MLLE-PAM2 inh | MT1-MMP act inh | SKN-1 inh | Rin1 Abl inh | eLon inh
31 | CC(N)=Nc1ccc([N+](=O)[O-])cc1 | -4 | i | 3 | -14 | 10 | -3 | 2 | -4 | -1
32 | CCOC(=O)C(=O)Nc1ccccc1C#N | -6 | i | 5 | -11 | 4 | 0 | 2 | 3 | -5
33 | Nc1nnc(CC(=O)N/N=C/c2ccccc2OCc2ccccc2F)s1 | -3 | i | 0 | -2 | 5 | 0 | 18 | 0 | -4
34 | N#CCSc1nc2ccc(N3CCCCC3)cc2c(=O)n1Cc1ccccc1 | -7 | i | -28 | 12 | -68 | 6 | -21 | -2 | -3
35 | COc1ccccc1/C=C/C(=O)NC(=S)NC(C)C | -3 | i | 3 | -2 | -15 | 0 | 5 | 0 | 13
36 | Cn1c(Cn2c(=O)sc3ccccc32)nnc1SCC(=O)Nc1cccc(F)c1 | -2 | i | 5 | -3 | -1 | 0 | 11 | 1 | -3
37 | COc1cccc(CNCCSc2nnnn2C)c1 | -2 | i | 7 | -9 | -1 | -1 | 6 | 1 | -11
38 | Cc1ccc(F)cc1NC(=O)C1CCN(c2cnccn2)CC1 | 4 | i | -8 | -2 | 4 | 3 | -9 | 2 | -8
39 | CN1CCCC(OC(=O)c2ccc(Cl)cc2)C1 (centres undefined) | -5 | i | 5 | -7 | 0 | -5 | 11 | 0 | 11
40 | S=C(Nc1ccccc1Cl)N(Cc1cccnc1)Cc1ccco1 | -1 | i | -2 | -2 | -10 | -2 | 6 | -6 | -1
41 | Cc1ccc(Cl)cc1N(CC(=O)NC1CCCC1)C(=O)c1csnn1 | -2 | i | 9 | -2 | 16 | 6 | 1 | 3 | 5
42 | COc1ccc(NC(=O)c2csc(C)c2)cc1OC | -1 | i | 5 | -6 | -12 | 4 | 0 | -3 | -2
43 | Clc1cccc(NC2=NCCC2)c1 | 1 | i | 1 | -4 | 1 | 6 | 3 | -1 | -15
44 | Cc1ccc(S(=O)(=O)c2c(COC(=O)c3cccc(Cl)c3)c(-c3ccccc3)nn2C)cc1 | 0 | i | 0 | 26 | -5 | -7 | 6 | -1 | -1
45 | Cc1ccc(C(=O)CNc2ccc(F)cc2)cc1 | -3 | i | -10 | -5 | 3 | -2 | 7 | 0 | 2
46 | CCOC(=O)C1(CCOc2ccccc2)CCN(Cc2ccc(O)cc2)CC1 | -2 | i | -10 | -2 | 0 | / | 17 | -3 | 9
47 | CCOCCCNCc1c(Cl)cccc1Cl | -8 | i | -11 | -11 | 11 | 6 | 3 | -1 | -4
48 | NNC(=O)CSc1nnnn1-c1ccccc1 | -5 | i | -4 | -4 | -24 | 0 | -8 | -4 | -5
49 | CCOC(=O)c1ccc(C(=O)OCC)c(NC(=S)Nc2ccc([N+](=O)[O-])cc2OC)c1 | -4 | / | -3 | -20 | -44 | 4 | 7 | -4 | 3
50 | CN(CC(=O)NCCc1ccccc1)Cc1ccco1 | -1 | i | -1 | -2 | -3 | -3 | 4 | 5 | -6
51 | CCOc1ccc(S(=O)(=O)NCCC(=O)NCc2ccccn2)cc1 | -4 | i | -9 | -10 | 2 | 2 | 1 | 3 | -4
52 | Cc1cc(C)c(N2C(=O)C3C4CC(=O)C(c5ccccc54)C3C2=O)c(C)c1 (centres undefined) | -1 | i | 16 | -1 | -7 | 0 | -7 | 0 | 2
53 | Cc1noc(C)c1S(=O)(=O)Nc1c(C)n(C)n(-c2ccccc2)c1=O | -15 | i | -6 | -15 | -3 | 5 | -19 | 1 | -5
54 | Cc1ccc(NC(=O)Cc2ncc(C(F)(F)F)cc2Cl)cc1Cl | -1 | i | 4 | 9 | 14 | 4 | 8 | 0 | 11
55 | O=C(NCc1ccco1)c1ccccc1Br | 2 | i | -1 | -6 | 0 | -2 | 8 | 0 | 3
56 | CC(=O)N1CCc2c(sc(NC(=O)c3ccc(S(=O)(=O)N(C)CC4CCCO4)cc3)c2C(N)=O)C1 (centres undefined) | -2 | i | -41 | -5 | -51 | -1 | 14 | 1 | -7
57 | O=C(N/N=C/c1ccccc1)c1ccc(NC(=O)c2ccc(F)cc2)cc1 | -2 | i | -2 | -5 | 8 | 2 | 16 | 1 | 2
58 | O=C(CCn1cccc1)Nc1ccc(F)cc1 | -3 | i | 10 | -4 | 0 | -1 | 2 | 3 | -9

Screens as filed in PubChem BioAssay.
